Screening data: PubChem, several laboratories
MsrA act: bovine MsrA enzyme activators, primary screen, biochemical, absorbance, HTS. Methionine sulfoxide reductase A (Bos taurus). purified bovine MsrA, absorbance read-out. activation, % at 10.6 µM. 0.3% of 360,000 active; in the data active = activation above about 7.5%;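 note: 0% = vehicle and 100% = reference activator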
PABP1 MLLE inh: inhibitors of PABP1 MLLE–PAM2 peptide binding, primary screen, biochemical, fluorescence polarization, FITC-PAM2, GST-MLLE; Polyadenylate-binding protein 1 (Homo sapiens), P11940; inhibition, % at 20 µM; 0.36% of 360,000 active; in the data active = inhibition above about 35%, passing the limit was not always enough;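 note: plate controls were DMSO wells with GST-MLLE for no effect and wells lacking GST-MLLE protein for full effect; some results filed as inactive read as strong as hits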
MsrA inhibitor: bovine MsrA enzyme inhibitors, primary screen, biochemical, absorbance, HTS. 0.75% of 360,000 active. Methionine sulfoxide reductase A (Bos taurus). purified bovine MsrA, absorbance read-out. inhibition, % at 15.5 µM; in the data active = inhibition above about 4.5%;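 note: 0% = vehicle wells with enzyme and 100% = reference inhibitor wells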
Rin1-Abl PPI inh: inhibitors of Rin1-Abl protein binding, primary screen, biochemical, TR-FRET. Tyrosine-protein kinase ABL1 (Homo sapiens) + Ras and Rab interactor 1 (Homo sapiens), …. inhibition, % at 7.35 µM. 0.4% of 360,000 active. AID 588664, 2011; in the data active = inhibition above about 5%, passing the limit was not always enough
FAS TE block: FAS thioesterase domain inhibitors, primary screen, biochemical, fluorescence intensity, uHTS | Fatty acid synthase (Homo sapiens), P49327 | recombinant FAS-TE, OMFH fluorogenic substrate, fluorescence endpoint | inhibition, % at 15 µM | 0.67% of 360,000 active;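 active = compounds whose normalised, plate-corrected inhibition of enzyme fluorescence in the single-dose primary screen is 50% or more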;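 note: 0% = DMSO with enzyme and 100% = substrate without enzyme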
MT1-MMP act inh: blockers of MT1-MMP proenzyme processing, primary screen, HT1080 RFP-PRO-GFP cells, GFP/RFP fluorescence; Matrix metalloproteinase-14 (Homo sapiens), P50281; GFP/RFP ratio fluorescence, overnight; percent of plate control window, DMSO zero; GFP/RFP ratio change, % at 20 µM; 0.061% of 360,000 active; AID 651647, 2012;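 active = GFP/RFP ratio change of at least 30% with cell ATP level not reduced by more than half and red fluorescence within 50% of control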; note: strong numbers were not always called active
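Test system: HT1080 RFP-PRO-GFP cells; Benchmarks: DMSO and RFP-L50D-GFP cell wells; Timing: cells overnight before dosing, compound overnight, 37 °C, 5% CO2; Compound: one 20 µM compound dose with 1% DMSO; Read-out: GFP/RFP fluorescence ratio.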
E coli Lon inh: inhibitors of E. coli Lon protease, primary screen, biochemical, fluorescence polarization | P0A9M0 | purified E. coli Lon protease | inhibition, % at 7.94 µM | 0.42% of 360,000 active; in the data active = inhibition above about 13%, passing the limit was not always enough;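 note: 0% = enzyme with probe and DMSO and 100% = no enzyme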
Rpn11 inh: Rpn11 (PSMD14) deubiquitinase inhibitors, primary screen, biochemical, fluorescence polarization, uHTS. calls only at 20 µM. AID 588493, 2011. human 26S proteasome, Ub4-pepOG fluorescence polarization; 20S core pre-blocked with epoxomicin. 26S proteasome non-ATPase regulatory subunit 14 (Homo sapiens), O00487. 0.59% of 360,000 active;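 active = inhibition at 20 µM, scaled to each plate's controls, above about 33%, limit read from the data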
Target sequence (O00487 whole entry, looked up): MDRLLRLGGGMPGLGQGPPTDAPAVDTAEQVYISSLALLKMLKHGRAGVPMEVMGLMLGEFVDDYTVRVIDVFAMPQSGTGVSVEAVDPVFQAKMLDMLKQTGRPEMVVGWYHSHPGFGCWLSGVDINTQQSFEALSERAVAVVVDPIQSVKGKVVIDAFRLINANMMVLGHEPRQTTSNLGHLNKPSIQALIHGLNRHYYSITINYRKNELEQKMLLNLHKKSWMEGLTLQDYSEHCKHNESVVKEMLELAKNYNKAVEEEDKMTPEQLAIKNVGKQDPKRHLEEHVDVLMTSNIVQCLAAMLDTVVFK
CSN deneddyl inh: inhibitors of CSN-mediated cullin deneddylation, primary screen, biochemical, fluorescence polarization, uHTS | COP9 signalosome complex subunit 5 (Homo sapiens), Q92905 | Purified CSN, SCF-Nedd8-OG deneddylation | inhibition, % at 12.5 µM | 0.38% of 360,000 active;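 active = pattern-corrected inhibition above about 35%, with an unprinted fluorescence ratio check between 0.5 and 1.5, limit read from the data, passing the limit was not always enough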;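 note: 0% = enzyme with substrate and 100% = substrate without enzyme; some results filed as inactive read as strong as hits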
Target sequence (Q92905 whole entry, looked up, one chain of several): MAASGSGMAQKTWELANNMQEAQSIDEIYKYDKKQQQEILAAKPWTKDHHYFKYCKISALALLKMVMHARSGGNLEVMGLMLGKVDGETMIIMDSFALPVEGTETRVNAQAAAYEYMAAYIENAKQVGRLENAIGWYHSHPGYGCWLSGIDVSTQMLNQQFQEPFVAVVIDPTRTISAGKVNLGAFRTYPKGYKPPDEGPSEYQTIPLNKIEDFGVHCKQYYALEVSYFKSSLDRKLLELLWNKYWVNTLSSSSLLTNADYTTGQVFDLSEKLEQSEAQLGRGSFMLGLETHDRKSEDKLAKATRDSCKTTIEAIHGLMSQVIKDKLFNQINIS
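Schedule: reaction 90 min, room temperature / Assay system: HEK293T-derived human Csn5 enzyme / Input: Csn5 at 0.24 nM final / Measure: inhibition of Csn5 cleavage, % / Control set: substrate-only high control, full reaction low control / Technique: fluorescence polarization of the substrate / Buffer or medium: Tris/NaCl/DTT buffer, pH 7.5 / Reagent: SCFSkp2-Nedd8OG substrate at 10 nM final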
Numbers without * were called inactive; i = inactive; . = no result given; + = active, no number.

SMILES	MsrA act	PABP1 MLLE inh	MsrA inhibitor	Rin1-Abl PPI inh	FAS TE block	MT1-MMP act inh	E coli Lon inh	Rpn11 inh	CSN deneddyl inh
Cc1cc(OCC(=O)N2CCOCC2)ccc1NC(=O)c1ccccc1C	-3	12	0.8	-6	-6	-5	17*	i	-4
COc1ccc(N2C(N)=C(C#N)C(c3ccsc3)C3=C2CCCC3=O)c(OC)c1 (stereo not given)	-2	-4	1.3	1	-10	-7	-1	i	0
COCCOC(=O)c1c(C)n(C)c2ccc(OC(=O)c3ccccc3OC)cc12	-2	-2	-1.3	0	11	3	8	i	0
O=[N+]([O-])c1cc2cccnc2c2ncccc12	-3	-8	1.6	-4	-9	2	-3	i	-4
O=C(c1ccc2c(c1)N(Cc1ccc(F)cc1)C(=O)CS2)N1CCOCC1	-7	15	-0.6	-4	-5	2	3	i	0
Cc1ncc(S(=O)(=O)c2ccccc2)c(-c2ccccc2Cl)n1	-1	4	-0.2	5	-2	-5	-3	i	3
CCOC(=O)NN1C(=O)c2ccccc2NC1(C)C	-11	-9	0.3	0	-4	-2	4	i	7
O=c1c2cn(Cc3ccc(F)cc3)c3ccc(F)cc3c-2nn1Cc1ccc(F)cc1	0	-7	0.3	4	-3	-1	0	i	4
CC(C)N1CC(C(=O)Nc2ccc(Cl)c([N+](=O)[O-])c2)CC1=O (stereo not given)	-2	-1	-0.4	0	3	4	7	i	6
CCOc1ccc(/C(O)=C2/C(=O)C(=O)N(CCOCCO)C2c2ccccc2)cc1 (stereo not given)	3	3	2.2	-2	-5	0	1	i	2
O=C(CSc1nc(C2CC2)nc2ccccc12)N1CCc2ccccc21	-2	3	-1.0	-4	0	-5	5	i	3
Cc1nc(C)n(C(Oc2ccc(Cl)cc2Cl)C(=O)C(C)(C)C)n1 (stereo not given)	-1	8	1.7	4	0	-9	-1	i	-2
Cc1cccc(C(C)C)c1NS(=O)(=O)c1cn(C)nc1C	-4	-5	0.3	2	-2	0	-2	i	-3
CCC1CCCCN1CC(C)(C)NS(=O)(=O)c1ccccc1 (stereo not given)	-8	-13	-0.1	-2	-7	1	-4	i	1
CC1C(=O)N2CCCc3cc(S(=O)(=O)N4CCN(c5ccc(F)cc5)CC4)cc1c32 (stereo not given)	-2	-11	0.3	1	11	3	0	i	-1
O=C(NC(O)C(=O)c1ccccc1)c1ccc(F)cc1 (stereo not given)	-3	1	0.4	2	-8	0	8	i	-1
CCOc1ccc(Cn2nnc(C(=O)NCc3ccc(OC)cc3)c2N)cc1	0	-5	-0.3	-1	-8	2	-1	i	-6
O=C(CC(NC(=O)OCc1ccccc1)C(=O)OCc1ccccc1)OCc1ccccc1 (stereo not given)	-2	-17	2.6	1	25	-4	-3	i	-3
C=CCn1c(=N)n(CC(=O)c2ccccc2)c2ccccc21	0	5	0.1	-1	-2	3	0	i	-1
O=C(C1CCC(CNc2c(N3CCOCC3)c(=O)c2=O)CC1)N1CCN(c2ccccc2)CC1 (stereo not given)	0	1	-0.5	-2	1	1	-6	i	-6
CCOC(=O)Cc1csc(NC(=O)c2ccc(S(=O)(=O)N3CCOCC3)cc2)n1	-1	0	1.1	0	-1	2	7	i	0
O=[N+]([O-])c1ccc(S(=O)(=O)CC(CN2CCCCC2)N2CCCCC2)cc1 (stereo not given)	-4	10	1.3	0	-1	-8	1	i	3
COC(=O)c1ccc(C(C(=O)NCc2ccccc2)N(Cc2ccco2)C(=O)c2cnccn2)cc1 (stereo not given)	0	8	0.6	-1	3	5	-2	i	1
CCOc1ccc2[nH]c(C)c(CN3CCCCCC3)c(=O)c2c1	-5	-8	-0.3	-1	-2	0	-1	i	1
CCc1cccc(N(CC(=O)NCc2ccc(F)cc2)C(=O)c2csnn2)c1	-2	11	1.2	0	4	0	-2	i	2
O=C(CN1C(=O)c2cccc3cccc(c23)C1=O)NCCCO	-5	4	2.1	-4	-5	-2	-3	i	0
COc1ccc(C2=NOC(CNC(=O)c3ccccc3Br)C2)c(OC)c1 (stereo not given)	-3	-21	0.2	0	-2	3	4	i	-1
Cc1cc(C(=O)OCC(=O)Nc2ccc(F)cc2F)c(C)o1	-2	3	1.0	0	2	0	5	i	6
COc1ccc(C(=O)Nc2ncc3c(n2)-c2ccccc2CC3)cc1	3	-4	-0.5	-4	0	1	5	i	-2
CN(C)CCCN1C(=O)c2oc3ccc(Cl)cc3c(=O)c2C1c1cccnc1 (stereo not given)	-2	-3	-0.6	0	-4	0	-6	i	2
Cc1ccnc(NC(=O)Cn2cc([N+](=O)[O-])cn2)c1	-1	9	0.1	-6	-5	-1	-1	i	0
COc1ccc(C(=O)CSc2n[nH]c(C)n2)cc1[N+](=O)[O-]	-2	24	-0.7	-3	1	5	-2	i	-8
Cc1[nH]c2ccccc2c1C(O)c1ccncc1 (stereo not given)	-3	6	-1.6	1	0	0	2	i	-9
O=C(CN1CCCCC1)NCCNc1ccc(C(F)(F)F)cc1[N+](=O)[O-]	-2	3	1.6	-4	-1	6	-2	i	0
Cc1ccc(SCc2cn3c(C)csc3n2)cc1	-4	19	0.2	1	8	2	-3	i	-1
CCCOP(=O)(c1ccc(N(C)C)cc1)C(O)c1ccncc1 (stereo not given)	0	-5	0.7	-4	-7	5	-4	i	2
O=C(CSc1nc2ccccc2c(=O)n1-c1ccc(SC(F)F)cc1)Nc1ccc(N2CCOCC2)cc1	-2	-94	-0.2	0	-4	-15	-5	i	2
CCN1/C(=C/C(=O)c2ccco2)Sc2ccccc21	1	27	0.7	-4	-6	3	-14	i	4
COc1cccc(-c2c(C(=O)N/N=C/c3cccs3)nnn2-c2nonc2N)c1	-2	0	.	0	4	-7	10	i	0
COc1cc(C(=O)NCc2nnc(SCC(=O)NCc3ccco3)o2)cc(OC)c1OC	-1	-44	0.1	1	-6	1	-1	i	-2
CS(=O)(=O)C1=C(O)C(=O)N(CCCC(=O)O)C1c1ccccc1F (stereo not given)	-12	-4	-0.3	2	-3	-9	-4	i	-3
CCOc1ccc(CC(=O)Nc2cccc(-c3ccc4nnc(C)n4n3)c2)cc1	-3	-5	-0.8	-5	4	20	-4	i	-1
Clc1ccc(CN2C3=NCCN3c3ccccc32)cc1	-3	-18	-0.1	3	-11	1	-10	i	4
Cc1ccc(-n2c(-c3ccc(Br)cc3)n[nH]c2=S)c(C)c1	0	-20	0.7	-1	4	-7	-4	i	-2
N=C1S/C(=C\c2cn[nH]c2-c2ccc(F)cc2)C(=O)N1c1ccccc1F	-3	-18	1.4	2	-18	1	8	i	3
O=C(CN1C(=O)COc2ccccc21)N(Cc1cccnc1)Cc1ccccc1F	-2	-11	.	1	-2	-3	-5	i	5
O=C(c1sccc1-n1cccc1)N1CCCC1	0	5	0.2	1	-9	1	-7	i	1
Cc1cc2[nH]c(=O)c(=O)[nH]c2cc1S(=O)(=O)NC1CCC(C)CC1 (stereo not given)	-5	2	2.1	-3	15	5	-1	i	-3

Complete entries as entered above. Order of screens: MsrA act | PABP1 MLLE inh | MsrA inhibitor | Rin1-Abl PPI inh | FAS TE block | MT1-MMP act inh | E coli Lon inh | Rpn11 inh | CSN deneddyl inh
C=CCn1c(=N)n(CC(=O)c2ccccc2)c2ccccc21 is entered as 0 | 5 | 0.1 | -1 | -2 | 3 | 0 | i | -1
N=C1S/C(=C\c2cn[nH]c2-c2ccc(F)cc2)C(=O)N1c1ccccc1F is entered as -3 | -18 | 1.4 | 2 | -18 | 1 | 8 | i | 3
CCc1cccc(N(CC(=O)NCc2ccc(F)cc2)C(=O)c2csnn2)c1 is entered as -2 | 11 | 1.2 | 0 | 4 | 0 | -2 | i | 2
O=C(CSc1nc(C2CC2)nc2ccccc12)N1CCc2ccccc21 is entered as -2 | 3 | -1.0 | -4 | 0 | -5 | 5 | i | 3

The list continues:
SMILES	MsrA act	PABP1 MLLE inh	MsrA inhibitor	Rin1-Abl PPI inh	FAS TE block	MT1-MMP act inh	E coli Lon inh	Rpn11 inh	CSN deneddyl inh
Cn1cccc1Cc1nnc(SCC(=O)NC2CCCC2)n1-c1ccc(F)cc1	-1	0	0.0	-2	-2	-1	-5	i	-5
O=C(N/N=C/c1sc(=O)n(-c2ccccc2)c1Cl)c1ccncc1	-1	-140	7.5*	-2	-5	-31	-31	+	14
COc1cccc(C(=O)NCCCNC(=O)c2ccco2)c1	-2	2	0.1	2	-2	0	5	i	-2
CC(=O)NS(=O)(=O)c1ccc(NC(=S)NC(=O)Cc2ccccc2)cc1	-3	23	0.3	2	-6	-2	-3	i	-4
O=C(Cc1ccc(F)cc1)N1CCN=C1SCc1ccc([N+](=O)[O-])cc1	0	38*	2.5	-2	14	7	-5	i	-12
Cc1ccc2nc(-c3ccc4c(c3)NC(=O)CO4)cn2c1	-7	0	0.2	0	-14	-4	7	i	1
CCN(CC)CCN1C(=O)C(=O)/C(=C(/O)c2ccc(OC)c(OC)c2)C1c1ccccn1 (stereo not given)	-6	-6	1.6	3	-9	1	-3	i	-7
CCc1ccc(CNC(=O)C2CCCN(S(=O)(=O)N3CC(C)CC(C)C3)C2)cc1 (stereo not given)	1	-13	-0.6	7	12	-13	3	i	1
Cc1cccc(-c2nc(Nc3ccc(O)cc3)c3ccccc3n2)c1	-9	-25	0.3	2	15	0	-1	i	3
O=S(=O)(NCc1cccs1)c1ccc(Cl)s1	-10	0	1.3	-2	1	-5	0	i	-2
Cc1cc(C(=O)NC2CCCc3ccccc32)ccc1[N+](=O)[O-] (stereo not given)	0	-6	-0.3	2	18	-1	6	i	-3
COc1ccc(-c2nsc3c(N4CCN(C(=O)c5ccco5)CC4)ncnc23)cc1	-2	-3	-0.3	-1	12	5	-4	i	1
O=C(NCc1cccs1)C1CCCN1S(=O)(=O)c1ccccc1F (stereo not given)	3	12	1.4	0	-7	2	2	i	-3
CC(Oc1ccc2c(-c3ccccc3)cc(=O)oc2c1)C(=O)N[C@H](Cc1c[nH]c2ccccc12)C(=O)O (stereo not given in full)	-4	-10	0.8	-5	0	1	-4	i	0
CCN(CC)c1ccc(NC(=O)CCCOc2cccc(C)c2)cc1	-1	8	-1.1	0	12	-2	1	i	-5
CCc1ccc(CN(C)C(=O)c2ccc3c(=O)n4c(nc3c2)CCC4)cc1	-1	5	0.1	3	16	2	-8	i	1
O=C(NCCNC(=O)C(F)(F)F)c1ccncc1	-2	2	-0.3	4	-6	1	-4	i	1
CCOC(=O)C/C(C)=N/NC(=O)c1cccs1	-11	8	.	2	-9	11	-5	i	3
Cc1ccc(NC(=O)c2cc(N3C(=O)C=CC3=O)ccc2N2CCOCC2)cc1	-15	28	1.3	-1	12	2	-6	i	-6
N=C1/C(=C\c2coc3ccc(O)cc3c2=O)C(=O)N=C2SC=CN12	-4	i	0.5	-2	-64	-25	-233	.	69
COc1ccccc1CNS(=O)(=O)c1ccc(-c2cnc(C3CC3)o2)cc1	0	-3	-0.8	1	10	-2	-1	i	1
